Source: PubChem (Broad Institute)
Statin myotox sup: protects C2C12 myotubes from simvastatin toxicity; ATP luminescence, 48 h; scaled: DMSO 0, geranylgeraniol control 100; rescue of ATP level, % at 7.49 µM; 330,000 compounds, 0.78% hits; AID 602340;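 active means mean ATP rescue above about 67%, or every replicate alone reaching that limit, limit read from the data, passing the limit was not always enough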;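 further: myotubes were challenged with 10 µM simvastatin during compound exposure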
CASP6 VEID inh: inhibitors of human caspase-6. inhibition, % at 12.5 µM. P55212. purified caspase-6, Z-VEID-R110 cleavage fluorescence. 350,000 compounds, 0.53% hits;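 active means mean inhibition across replicates at least about 35%, with every replicate also reaching that limit, limit read from the data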;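 further: 0% = median of neutral control wells and 100% = no fluorescence left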
Target sequence (P55212 24-179 limits assumed): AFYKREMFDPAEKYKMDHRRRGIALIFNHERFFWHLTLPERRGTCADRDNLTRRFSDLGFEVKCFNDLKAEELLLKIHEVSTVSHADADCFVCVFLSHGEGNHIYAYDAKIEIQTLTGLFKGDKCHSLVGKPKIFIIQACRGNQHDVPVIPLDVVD
Target sequence (P55212 194-293 limits assumed): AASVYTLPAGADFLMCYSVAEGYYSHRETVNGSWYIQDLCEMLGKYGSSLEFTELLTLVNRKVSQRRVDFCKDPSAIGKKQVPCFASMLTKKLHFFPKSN
FN deposit inh: fibronectin deposition inhibition; AH1F fibroblasts, Alexa488-fibronectin deposition fluorescence, overnight; inhibition, % at 12.6 µM; 350,000 compounds, 0.086% hits; AID 743247;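 active means mean inhibition across replicates of 30% or more, regardless of how many single replicates reach that level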;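 further: positive control wells lacked labelled fibronectin entirely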
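Test system: AH1F fibroblast monolayer depositing Alexa488-labelled fibronectin into matrix. Input: 10000 cells per well. Technique: fluorescence, ex 485 nm, em 525 nm. Buffer or medium: DMEM plus 2% serum, read in PBS. Timing: 1 h cell adhesion before compound, then overnight fibronectin incubation. Compound: single dose, pinned. Read-out basis: inhibition from reduced deposited-fibronectin fluorescence.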
S100A4 MyoIIA: blocks human S100A4 binding to myosin IIA peptide; 360,000 compounds, 0.14% hits; S100A4/TAMRA-MyoIIA peptide fluorescence polarization; AID 652163; inhibition, % at 10.7 µM;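 active means mean inhibition of at least 70% across replicates, with every replicate also reaching that level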
Target sequence (P26447 whole entry, looked up): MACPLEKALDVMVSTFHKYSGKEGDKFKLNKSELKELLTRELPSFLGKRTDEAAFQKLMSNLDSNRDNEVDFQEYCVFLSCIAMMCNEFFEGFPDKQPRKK
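Material: S100A4 monomer protein / Buffer or medium: 50 mM HEPES pH 7.2, 10 mM CaCl2, 100 mM KCl / Times: 5 min incubation before reading / Benchmarks: neutral control DMSO, positive control TFP / Reagent: labelled myosin peptide probe, 5 nM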
SIRT5 inh: blocks human SIRT5 desuccinylation of peptide; inhibition, % at 15 µM; Purified SirT5, succinyl-peptide AMC, trypsin-coupled fluorescence; 330,000 compounds, 1.1% hits; Q9NXA8; in the data active means inhibition above about 15%
Target sequence (Q9NXA8 whole entry, looked up): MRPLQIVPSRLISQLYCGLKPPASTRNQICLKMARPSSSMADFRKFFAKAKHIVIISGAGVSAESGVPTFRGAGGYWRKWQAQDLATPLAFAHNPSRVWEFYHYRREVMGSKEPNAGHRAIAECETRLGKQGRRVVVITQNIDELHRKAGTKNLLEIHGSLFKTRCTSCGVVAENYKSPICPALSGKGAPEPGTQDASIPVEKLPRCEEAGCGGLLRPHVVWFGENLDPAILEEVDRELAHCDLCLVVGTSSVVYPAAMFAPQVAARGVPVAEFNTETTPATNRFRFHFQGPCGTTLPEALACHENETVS
LGR2 inh: blocks bursicon-induced cAMP signaling via Drosophila LGR2 | HEK293 LGR2, CRE-luciferase, bursicon-stimulated, 4 h | inhibition, % at 9.99 µM | 380,000 compounds, 0.35% hits | AID 720647;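 active means drop in luminescence signal, shown as inhibition above about 50% in the replicate tests, limit read from the data, passing the limit was not always enough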;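 further: agonist challenge used bursicon conditioned medium at about half maximal strength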
esBAF inh: SWI/SNF esBAF complex inhibition; mouse ES cells, Bmi1-luciferase knock-in reporter, 24 h; 100% = twice the neutral-well signal; reporter increase, % at 12.5 µM; 350,000 compounds, 2% hits; AID 602393; in the data active means activation above about 40%;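 further: 0% = median of the plate's neutral control wells and 100% = double that signal; a rise in the Bmi1 reporter signal indicates esBAF inhibition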
An asterisk follows results filed as active; nt = not tested or not shown; & = joins results of further samples. A portion of the library, so the mix of outcomes need not match the whole.

item	Compound	Statin myotox sup	CASP6 VEID inh	FN deposit inh	S100A4 MyoIIA	SIRT5 inh	LGR2 inh	esBAF inh
1	Cc1ccc(S(=O)(=O)N(C)C[C@@H]2Oc3cc(Br)ccc3S(=O)(=O)N([C@H](C)CO)C[C@H]2C)cc1	6	0	nt	0	13	-4	1
2	Cc1ccc(C)c(S(=O)(=O)N2CCC3(CC2)OCCN3S(=O)(=O)c2cccs2)c1	16	29	9	-4	-2	-17	-16
3	COc1ccc(-c2cc(-c3ccccc3)nc3ncnn23)cc1	5	5	1	-1	-89	-4	-3
4	CC(CNS(=O)(=O)c1ccccc1)(c1ccccc1)N1CCOCC1 (configuration not stated)	nt	-2	-8	-3	0	10	nt
5	O=C1Nc2cc(Cl)ccc2Nc2cscc21	1	8	3	-1	nt	-14	-11
6	Cc1ccnc(NC(=O)Cn2ccc([N+](=O)[O-])n2)c1	nt	-1	4	-1	0	-6	nt
7	O=C(NCC1CCCO1)c1ccc2c(=O)n(Cc3ccc(Cl)cc3)c(=S)[nH]c2c1 (configuration not stated)	nt	-2	-3	-9	-1	5	nt
8	O=C(NC1CC1)C1CCN(C2CCN(C(=O)c3ccc4cccc(F)c4n3)CC2)CC1	nt	1	7	-5	2	11	nt
9	CC(=O)Nc1cc2c(cc1Cl)-c1ccc(F)cc1C2O (configuration not stated)	3	2	-3	1	nt	12	4
10	C[C@@H]1CN([C@@H](C)CO)C(=O)c2cccc(NC(=O)c3cnccn3)c2O[C@H]1CN(C)Cc1ccc(C(F)(F)F)cc1	12	0	nt	12	7	-2	-18
11	C[C@@H]1CN([C@@H](C)CO)C(=O)Cc2cc(NS(=O)(=O)c3ccccc3)ccc2O[C@@H]1CN(C)CC1CC1	-5	1	nt	-5	-1	9	4
12	Cc1ccc(S(=O)(=O)NCCOc2cc(C)ccc2C)cc1	4	nt	-1	11	-4	-3	-8
13	C[C@@H]1CN([C@H](C)CO)C(=O)Cc2cc(NS(=O)(=O)c3ccccc3)ccc2O[C@H]1CN(C)CC1CCCCC1	49	2	nt	3	2	13	0
14	O=C(CSc1nc(-c2ccc(F)cc2)nc2c1Cc1ccccc1O2)Nc1cccc(C(=O)O)c1	nt	3	-4	-6	2	1	nt
15	COC(=O)[C@@]12C[C@@H](CC(=O)NCc3cccc(C(F)(F)F)c3)C(=O)N(Cc3ccco3)C1=CCC(C)(C)C2	nt	-1	-4	5	-3	10	nt
16	CC(C)CNC(=O)c1cccc2c(-c3ccc(F)c(F)c3)coc12	-14	55*	-6	-2	0	1	2
17	COc1ccc(NC(=O)N(C)C[C@H]2Oc3ccc(NC(=O)Cn4cnnn4)cc3C(=O)N([C@@H](C)CO)C[C@H]2C)cc1	46	0	nt	-3	-2	4	2
18	CCOc1ccccc1/C=N/NC(=O)CNC(=O)c1cccs1	2	2	-5	7	-2	-13	-3
19	Nc1nc2c(C(=O)N3CCCC3)nnn2c2ccccc12	nt	5	7	-1	nt	-36	nt
20	Cn1nc(C(=O)N2CCN(S(=O)(=O)/C=C/c3ccccc3)CC2)c2ccccc2c1=O	nt	-1	-1	-3	-1	7	nt
21	Cc1ccc(NC(=O)CNC(=O)COc2ccccc2)nc1	13	-2	0	10	0	-2	-7
22	CS(=O)(=O)N(Cc1ccccc1)c1ccc(C(=O)NCCSc2ccccn2)cc1	nt	1	5	9	-1	-3	nt
23	CCOc1ccccc1NC(=O)Nc1ccc(Br)cc1C	-7	1	2	-1	nt	0	-5
24	COc1cc(Cl)cc(C(c2c(C(=O)O)[nH]c3ccccc23)c2c(C(=O)O)[nH]c3ccccc23)c1O	-4	7	9	-3	3	-10	-7
25	C[C@@H]1CN([C@H](C)CO)C(=O)c2cc(NC(=O)Nc3ccccc3)ccc2O[C@H]1CN(C)C(=O)Nc1ccccc1	1	0	nt	38	9	-15	5
26	Cc1csc(C)[n+]1CC(=O)c1ccccc1	2	1	0	-2	1	-20	7
27	O=C(Nc1cccc(-c2ccc(N3CCOCC3)nn2)c1)c1ccc([N+](=O)[O-])cc1	-46	3	2	-5	-4	-53	52*
28	C[C@@H]1CN([C@@H](C)CO)C(=O)c2cc(C#CC3CCCCC3)cnc2O[C@H]1CN(C)S(=O)(=O)c1ccccc1	27	-2	nt	-13	18*	16	1
29	CCOC(=O)C1(Cc2ccccc2)CCN(Cc2cnn(C(C)C)c2)CC1	-2	3	10	8	nt	12	8
30	O=C(CCc1nc2ccccc2c(=O)[nH]1)NC1CCN(Cc2ccccc2)CC1	-1	nt	0	nt	nt	nt	-2
31	CCOC(=O)N1CCC(N2CCN(Cc3ccc(F)c(F)c3)C(CCO)C2)CC1 (configuration not stated)	nt	3	-9	23	-1	-4	nt
32	O=C(Cn1cnc2ccccc2c1=O)NCCC(=O)Nc1ccc(F)cc1	7	2	-2	-2	-4	20	-2
33	O=C(C1CCC(=O)N(C2CC2)C1)N1CCC(Oc2cccc(F)c2)CC1 (configuration not stated)	-1	1	-3	0	0	4	-1
34	CCCCN(C(=O)C1CC(=O)N(c2ccc3c(c2)OCCO3)C1)c1c(N)n(CCC)c(=O)[nH]c1=O (configuration not stated)	-9	0	-5	1	-1	nt	-9
35	CN(C)C(=O)C[C@H]1C[C@H]2c3cc(NC(=O)Nc4ccccc4)ccc3O[C@H]2[C@H](CO)O1	4	nt	-19	nt	nt	5	0
36	C[C@@H]1CN([C@H](C)CO)C(=O)c2cccc(NC(=O)C3CCOCC3)c2O[C@@H]1CN(C)Cc1ccncc1	-24	0	0	-6	-3	-1	4
37	C[C@@H]1C=CCCO[C@]12C(=O)N(Cc1ccc(F)cc1)c1cccc(Br)c12	nt	-3	-4	-2	0	9	nt
38	CC(C)c1cc(C(=O)Nc2cc(Br)ccc2O)no1	-3	1	nt	-15	-4	-80	78*
39	COc1ccc(CN2CCN(S(=O)(=O)c3ccc(F)cc3)CC2)cc1OC	16	nt	1	nt	nt	nt	-8
40	COCCn1c(SCC(=O)N2CCCC2)nc2c(c1=O)SCC2	3	0	4	-2	nt	18	3
41	CC(=O)NC1CCC(OC(=O)Nc2ccccc2)CC1 (configuration not stated)	-1	-1	7	-3	0	-34	53*
42	COc1ccc(C(=O)c2ccccc2CN2C(=O)c3ccccc3C2=O)cc1	nt	1	-11	3	-4	-43	nt
43	CCn1cc(Cl)c(C(=O)NNC(=O)CCn2cc([N+](=O)[O-])cn2)n1	5	2	nt	3	-4	0	4
44	C[C@H](CO)N1C[C@H](C)[C@H](CN(C)C(=O)c2ccncc2)Oc2ncc(-c3ccc(C(=O)N(C)C)cc3)cc2C1=O	6	2	-11	-1	15	6	-4
45	CN(C)CCCNC(=O)C[C@@H]1CC[C@H]2[C@@H](COc3ccc(NC(=O)C4CCC4)cc3C(=O)N2C)O1	-15	-56	-1	5	-2	-15	2
46	O=C(c1ccc(Cl)c(S(=O)(=O)Nc2ccc(F)cc2)c1)N1CCN(c2ccccn2)CC1	4	nt	-9	nt	nt	2	1
47	O=C(Cc1c(Cl)cccc1Cl)Nc1ccncc1Cl	nt	1	nt	-8	-4	16	nt
48	COc1cccc(NC(=O)CN(C)C(=O)Cc2cccc3ccccc23)c1	-4	2	5	4	-3	8	14
49	COC(=O)[C@]12C[C@H](CC(=O)NCc3ccccc3)C(=O)N(Cc3ccccc3)C1=C[C@H](C1CCCC1)O[C@@H]2C	nt	0	-6	2	nt	-1	nt
50	N=c1c(C(=O)NC2CCCC2)cc2c(=O)n3ccccc3nc2n1C1CCCC1	0	nt	15	nt	nt	nt	-3
51	CCOC(=O)c1c(NC(=O)CC)sc2c1CCN(Cc1ccccc1)C2	-8	1	5	-6	2	-9	-1
52	CC(=O)Nc1ccc(S(=O)(=O)N2CCC(C(=O)N[C@@H](Cc3ccccc3)C(=O)O)CC2)cc1	-4	0	1	1	-5	4	-1
53	CCCCCCCC(=O)OCC(=O)[C@@]1(O)CC[C@H]2[C@@H]3CCC4=CC(=O)CC[C@]4(C)[C@H]3[C@@H](O)C[C@@]21C	20	nt	-4&-5	9&-8	1	nt	-4
54	Cc1cccc(C)c1NC(=O)Cn1nc(C)n2cccc2c1=O	-2	-1	-5	3	0	11	-4
55	Cc1cc(C(=O)O)oc(=O)c1	-11	0	-1	-5	-4	-1	-1
56	CN1CCN(C(=O)C[C@H]2CC[C@@H]3[C@H](COC[C@@H](O)CN3CC3CCCCC3)O2)CC1	8	0	0	-9	-10	10	10
57	Cc1ccc(Nc2cnn(C34CC5CC(CC(CC(=O)O)(C5)C3)C4)c(=O)c2Cl)cc1	19	1	nt	8	2	-10	-3
58	CCN(CC)S(=O)(=O)c1cc(C(=O)N(C)CC(=O)Nc2ccc(Cl)cc2)ccc1Cl	6	0	0	7	-4	4	-6
59	Cc1cc(C)c2c(=O)n(CC(=O)NC3CCCC3)sc2n1	nt	1	-8	0	-1	-17	nt
60	O=C1C=C(c2cccc3c2sc2ccccc23)C[C@@H](c2ccc(Cl)cc2)C1	-1	-1	1	-6	nt	8	0

Looked up one by one from the list above:
item	Compound	Statin myotox sup	CASP6 VEID inh	FN deposit inh	S100A4 MyoIIA	SIRT5 inh	LGR2 inh	esBAF inh
57	Cc1ccc(Nc2cnn(C34CC5CC(CC(CC(=O)O)(C5)C3)C4)c(=O)c2Cl)cc1	19	1	nt	8	2	-10	-3
41	CC(=O)NC1CCC(OC(=O)Nc2ccccc2)CC1 (configuration not stated)	-1	-1	7	-3	0	-34	53*
47	O=C(Cc1c(Cl)cccc1Cl)Nc1ccncc1Cl	nt	1	nt	-8	-4	16	nt

Six successive compounds out of the list so far:
item	Compound	Statin myotox sup	CASP6 VEID inh	FN deposit inh	S100A4 MyoIIA	SIRT5 inh	LGR2 inh	esBAF inh
55	Cc1cc(C(=O)O)oc(=O)c1	-11	0	-1	-5	-4	-1	-1
56	CN1CCN(C(=O)C[C@H]2CC[C@@H]3[C@H](COC[C@@H](O)CN3CC3CCCCC3)O2)CC1	8	0	0	-9	-10	10	10
57	Cc1ccc(Nc2cnn(C34CC5CC(CC(CC(=O)O)(C5)C3)C4)c(=O)c2Cl)cc1	19	1	nt	8	2	-10	-3
58	CCN(CC)S(=O)(=O)c1cc(C(=O)N(C)CC(=O)Nc2ccc(Cl)cc2)ccc1Cl	6	0	0	7	-4	4	-6
59	Cc1cc(C)c2c(=O)n(CC(=O)NC3CCCC3)sc2n1	nt	1	-8	0	-1	-17	nt
60	O=C1C=C(c2cccc3c2sc2ccccc23)C[C@@H](c2ccc(Cl)cc2)C1	-1	-1	1	-6	nt	8	0
